Source: PubChem BioAssay (several laboratories)
MEP2-GFP yeast: modulators of TOR pathway MEP2-GFP in S. cerevisiae. S. cerevisiae MEP2-GFP strain, flow cytometry GFP, 3 h; 100% = DMSO control level. GFP response vs DMSO, % at 10 µM. actives 0.51% (n = 330,000);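 active means GFP response versus DMSO above a set limit, roughly screen mean plus 3 SD, cut at about 180% in these data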;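 further: median GFP fluorescence of the barcode-gated MEP2-GFP cells per well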
proCasp3 act: activators of human procaspase-3; actives 0.11% (n = 330,000); AID 463141; activation, % at 8.5 µM; recombinant procaspase-3 D3A, Ac-DEVD-pNA absorbance 405 nm;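 active means activation above the mean of all tested compounds plus 3 SD, cut at about 21% in these data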;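 further: 0% = DMSO alone and 100% = DMSO wells spiked with extra 5 µM PC-3 D3A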
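Test system: Procaspase-3 D3A mutant; medium: Zinc-free HEPES/NaCl buffer with 0.01% Triton X-100 at pH 7.4; reagent: DEVD-pNA substrate; doses: one concentration, 8.5 µM nominal, 0.8% DMSO; times: 1 h preincubation plus 2 h reaction at 25 °C; signal: Epi-absorbance at 405 nm of released p-nitroaniline, 0 and 120 min; replicates: singlicate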
RPL19A-GFP yeast: alters RPL19A-GFP fluorescence in TOR pathway yeast screen; percent response vs DMSO, % at 10 µM; actives 0.3% (n = 330,000); S. cerevisiae RPL19A-GFP strain, flow cytometry, 3 h; stronger effect = lower value; AID 2025;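 active means percent response vs DMSO below 50%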;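 further: median channel GFP fluorescence of the barcoded RPL19A-GFP strain; ratio of sample median GFP to plate DMSO average so 100% = DMSO; lower means less RPL19A-GFP as with rapamycin TOR inhibition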
LAP4 TOR yeast: modulators of TOR pathway LAP4-GFP in S. cerevisiae; AID 2023; actives 0.34% (n = 320,000); GFP response vs DMSO, % at 10 µM; S. cerevisiae LAP4-GFP multiplex, flow cytometry GFP, 3 h; median GFP as percent of DMSO wells;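 active means GFP response vs DMSO above a set limit, about the screen mean plus 3 SD, cut at about 150% in these data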
AHR act: activators of human aryl hydrocarbon receptor; P35869; AHR-responsive luciferase reporter cells, luminescence; activation, % at 5 µM; actives 2.5% (n = 320,000); in the data active means activation above about 47%;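 further: 0% = vehicle wells and 100% = reference agonist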
proCasp7 act: counter-screen for procaspase-3 activators: activators of human procaspase-7; recombinant procaspase-7, Ac-DEVD-pNA absorbance 405 nm; D23A/D198A/D206A triple mutant, cannot self-cleave; scale: DMSO 0, 5 µM enzyme 100; activation, % at 8.5 µM; actives 0.093% (n = 330,000); AID 463210;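 active means percent activation above the screen-wide mean plus 3 SD, cut at about 25% in these data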
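Material: Procaspase-7 triple mutant (PC-7 D3A) | Quantity: 2 µM procaspase-7 mutant as dispensed | Reagent: DEVD-pNA substrate | Times: 1 h preincubation, 2 h reaction | Technique: 405 nm absorbance of p-nitroaniline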
EBNA-1 inh: blocks EBNA-1 binding to DNA; EBNA-1 DNA binding, fluorescence polarization; inhibition, % at 14.8 µM; actives 0.34% (n = 300,000); AID 1950; in the data active means inhibition above about 28%
ZTA DNA inh: counter-screen for EBNA-1 inhibitors: inhibitors of Epstein-Barr virus ZTA. ZTA-DNA binding, fluorescence polarization. P03206. AID 2234. actives 0.15% (n = 320,000). inhibition, % at 11 µM; in the data active means inhibition above about 33%
Active calls of the source: *; x = no result given.

Short keys – A = MEP2-GFP yeast; B = proCasp3 act; C = RPL19A-GFP yeast; D = LAP4 TOR yeast; E = AHR act; F = proCasp7 act; G = EBNA-1 inh; H = ZTA DNA inh
CC1Nc2ncnc(N3CCN(c4ccccc4)CC3)c2N(Cc2ccccc2)C1=O (stereo not given)
  A = 102; B = -3; C = 103; D = 120; E = 3; F = 2; G = 3; H = 3

COC(=O)CNC(=O)c1cc(-c2ccncc2)nc2ccccc12
  A = 107; B = 1; C = 113; D = 104; E = 9; F = 5; G = -13; H = -31

CN1CCN(C(=O)c2cccc(S(=O)(=O)N3CCCCC3)c2)CC1
  A = 90; B = 5; C = 109; D = 93; E = -1; F = -3; G = 5; H = 1

CCn1c(SCC(=O)Nc2cc(C)on2)nnc1-c1c[nH]c2ccccc12
  A = 85; B = 0; C = 95; D = 96; E = 8; F = -5; G = -4; H = -8

CCc1ccc(OCC(=O)Oc2ccc([N+](=O)[O-])cc2)cc1
  A = 115; B = -5; C = 112; D = 92; E = 8; F = -12; G = -1; H = 1

Cc1cccn2c(=O)c(C=Nc3ccc(Cl)cc3)c(NCCO)nc12
  A = 103; B = 0; C = 98; D = 110; E = 15; F = 6; G = -9; H = 4

Cc1ccc2oc(/N=C(\N)NC(=O)C(C)(C)C)nc2c1
  A = 111; B = -6; C = 100; D = 108; E = -9; F = -2; G = 4; H = 2

CCCN1CCC(NC(=S)Nc2ccc(C(=O)OCC)cc2)CC1
  A = 104; B = -8; C = 101; D = 97; E = -2; F = 0; G = 11; H = 14

CC(=O)Oc1cc2c3c(c1)/C(=C1/SC(=S)NC1=O)C(=O)N3C(C)(C)C=C2C
  A = 103; B = -15; C = 99; D = 104; E = -2; F = -22; G = 7; H = 12

CCCCCOC(=O)C1=C(C)Nc2ncnn2C1c1cccs1 (stereo not given)
  A = 89; B = 6; C = 91; D = 87; E = 0; F = 13; G = 5; H = 7

CC(C)=C1SC(N2CCN(c3ccc(C)cc3)CC2)=NC1=O
  A = 107; B = 2; C = 91; D = 116; E = -7; F = 0; G = 2; H = 19

CCN(CC)S(=O)(=O)c1ccc(OC)c(-n2cnnn2)c1
  A = 97; B = -3; C = 96; D = 92; E = 0; F = -7; G = 3; H = -27

Cc1cc(OCC(=O)NC(C)C)cc(C)c1Br
  A = 151; B = 4; C = 101; D = 116; E = 29; F = 5; G = -6; H = -12

Cc1cccc(NC(=O)COC(=O)CCc2ccccc2)c1C
  A = 105; B = 6; C = 106; D = 87; E = -1; F = 10; G = -7; H = -4

COc1ccc(CCNC(=O)/C=C\c2ccccc2)cc1OC
  A = 107; B = 8; C = 112; D = 103; E = 4; F = 1; G = 7; H = -7

Following part.
Short keys – A = MEP2-GFP yeast; B = proCasp3 act; C = RPL19A-GFP yeast; D = LAP4 TOR yeast; E = AHR act; F = proCasp7 act; G = EBNA-1 inh; H = ZTA DNA inh
O=C(NCCC1=CCCCC1)c1cnsn1
  A = 94; B = 1; C = 97; D = 103; E = -2; F = -5; G = -6; H = 10

COc1ccc(OCC(=O)N(Cc2cccs2)C2CCS(=O)(=O)C2)cc1 (stereo not given)
  A = 97; B = 6; C = 100; D = 106; E = 3; F = -2; G = 6; H = 14

CC(C)N=C1SCC(C)(/C=N/O)S1 (stereo not given)
  A = 99; B = 4; C = 98; D = 101; E = -4; F = -9; G = 9; H = 6

N#CC(c1ccccc1F)(c1ncc(C(F)(F)F)cc1Cl)N1CCOCC1 (stereo not given)
  A = 102; B = 6; C = 103; D = 94; E = 0; F = -4; G = 0; H = -1

O=C(N1CCOCC1)N(Cc1cccs1)C1CCCC1
  A = 98; B = -3; C = 97; D = 87; E = -2; F = -2; G = 0; H = 1

CC(C)c1ccc(NC(=O)CSC(C)c2nc3ccccc3c(=O)[nH]2)cc1 (stereo not given)
  A = 98; B = -2; C = 97; D = 97; E = 10; F = -2; G = -8; H = -24

CC(C)c1ccc(NC(=S)N2CCCC(c3ccc(F)cc3)=N2)cc1
  A = 98; B = -6; C = 96; D = 102; E = 7; F = -5; G = 12; H = 0

COC(=O)c1c(-c2ccc(OC)cc2)sc2ccc(N3CCOCC3)cc12
  A = 90; B = 1; C = 90; D = 99; E = 6; F = 1; G = x; H = x

CCOc1cc(CNc2ccc(CNc3ncn[nH]3)cc2)ccc1OCc1ccccc1
  A = 102; B = -1; C = 101; D = 83; E = 1; F = 4; G = 7; H = 2

O=C(CSc1nnc2ccccn12)NCc1ccco1
  A = 91; B = -1; C = 93; D = 90; E = 2; F = -10; G = 5; H = 2

COc1ccc(NC(=O)CCCSc2ccccc2)cc1
  A = 105; B = -1; C = 100; D = 100; E = 2; F = 18; G = 10; H = 14

C=CCc1ccc(OCC(O)COc2ccc(CC=C)cc2OC)c(OC)c1
  A = 105; B = -1; C = 104; D = 104; E = 8; F = 4; G = -1; H = 0

N#C/C(=C\c1ccc(-c2cccc([N+](=O)[O-])c2)o1)C(=O)N1CCOCC1
  A = 98; B = 5; C = 97; D = 101; E = 0; F = 1; G = -10; H = 0

CC(=O)N[C@@H](C)c1nc2ccccc2n1CCCN1CCN(c2nc(-c3ccc(C)cc3)cs2)CC1
  A = 85; B = 5; C = 94; D = 105; E = 4; F = -6; G = 7; H = -12

CN(C)c1ccc(C(=O)OCc2cc(=O)n3ccsc3n2)cc1
  A = 107; B = 1; C = 97; D = 99; E = 1; F = 17; G = x; H = x

Other records follow:
Short keys – A = MEP2-GFP yeast; B = proCasp3 act; C = RPL19A-GFP yeast; D = LAP4 TOR yeast; E = AHR act; F = proCasp7 act; G = EBNA-1 inh; H = ZTA DNA inh
O=[N+]([O-])c1nn(-c2ccc3c(c2)OCCO3)n(O)c1=NC1CCN(Cc2ccccc2)CC1
  A = 120; B = 9; C = 109; D = 94; E = 2; F = -3; G = 4; H = 3

S=C(NCCc1ccccc1)Nc1ccc(Br)cn1
  A = 96; B = -7; C = 92; D = 109; E = 17; F = -17; G = 11; H = -5

COc1ccc(N2C(=O)c3ccccc3C2=O)cc1
  A = 101; B = -1; C = 95; D = 100; E = 21; F = -1; G = -6; H = 4

O=C(Nc1ccccc1N1CCOCC1)c1ccco1
  A = 106; B = 1; C = 105; D = 108; E = -2; F = -3; G = -6; H = -4

CCC1(CC)C(=O)N(C)C(=O)NC1=Nc1ccccc1
  A = 102; B = 4; C = 101; D = 97; E = 2; F = 6; G = -1; H = 2

O=C1CC(NS(=O)(=O)c2cc(F)ccc2F)CN1c1ccc2c(c1)OCCO2 (stereo not given)
  A = 116; B = -1; C = 110; D = 102; E = -2; F = 4; G = 4; H = -9

CCOc1ccc(-n2cc(C(=O)NCCOC)c3cc(OC)c(OC)cc3c2=O)cc1
  A = 106; B = -5; C = 99; D = 97; E = 2; F = 1; G = 2; H = 2

O=C(c1ccccc1C(=O)N1CCN(c2ccc(F)cc2)CC1)N1CCN(c2ccc(F)cc2)CC1
  A = 98; B = -8; C = 104; D = 98; E = -1; F = 7; G = 2; H = 10

N#CCc1nn(Cc2ccc(F)cc2)c(=O)c2ccccc12
  A = 98; B = 2; C = 102; D = 92; E = 0; F = 6; G = -4; H = -20

Cc1ccc(OCC(=O)NNC(=O)C2CCN(c3nccc(C)n3)CC2)cc1
  A = 101; B = 2; C = 100; D = 97; E = 1; F = 4; G = -1; H = -7

CCN(CC)CCCNC(=O)CC1Oc2ccc(C)cc2NC1=O (stereo not given)
  A = 106; B = 9; C = 103; D = 104; E = 1; F = 8; G = 1; H = 16

OC(CN1CCCCC1)Cn1c2ccccc2c2ccccc21 (stereo not given)
  A = 97; B = -6; C = 106; D = 102; E = 10; F = -5; G = -2; H = 9

COc1ccccc1-c1nnc(-c2ccc(C)cc2)o1
  A = 105; B = -2; C = 101; D = 117; E = 81*; F = 10; G = -1; H = 10

COc1ccc(/C=C/C(=O)C2C(=O)C=C(C)OC2=O)cc1O (stereo not given)
  A = 92; B = 6; C = 99; D = 185*; E = 29; F = -10; G = 15; H = 23

O=C(Cn1c(C(F)(F)F)nc2ccccc21)Nc1ccccc1C(=O)O
  A = 100; B = -1; C = 95; D = 100; E = 0; F = 1; G = 15; H = 6

Next part
Short keys – A = MEP2-GFP yeast; B = proCasp3 act; C = RPL19A-GFP yeast; D = LAP4 TOR yeast; E = AHR act; F = proCasp7 act; G = EBNA-1 inh; H = ZTA DNA inh
C/C=C/c1c(F)c(F)c(Oc2ccc(C(=O)O)cc2)c(F)c1F
  A = 102; B = -4; C = 89; D = 102; E = -5; F = -6; G = -4; H = 13

CN(C)N=Nc1ccc(-c2cn(Cc3ccccc3)cn2)cc1
  A = 95; B = 2; C = 96; D = 83; E = 11; F = -8; G = -1; H = -4

Cc1cccc(C(C)C)c1NC(=O)C(C)OC(=O)Cn1cnc2c1c(=O)n(C)c(=O)n2C (stereo not given)
  A = 100; B = 4; C = 98; D = 111; E = 2; F = 2; G = -7; H = 2

CC1(C)C(=O)Nc2ccccc2N1C(=O)CN1C(=O)C(=O)N(C2CCCC2)C1=O
  A = 101; B = 6; C = 105; D = 92; E = 0; F = 4; G = 8; H = 11

CC(/C=N/NC(=O)c1c(Br)cnn1C)=C\c1ccccc1
  A = 101; B = -8; C = 96; D = 108; E = -8; F = 0; G = -1; H = 25

COc1ccc(CCNC/C=C/c2ccccc2)cc1
  A = 105; B = 5; C = 99; D = 95; E = -2; F = -5; G = -2; H = 12

Cc1noc(C)c1CSCC(=O)N(C)CC(=O)Nc1ccccc1C(F)(F)F
  A = 96; B = 0; C = 99; D = 101; E = 0; F = -2; G = x; H = 2

COc1ccccc1NC(=O)N1CCCC1C(=O)NC12CC3CC(CC(C3)C1)C2 (stereo not given)
  A = 103; B = 1; C = 95; D = 93; E = -2; F = -7; G = 7; H = -5

COC(=O)c1cc(-c2c(-c3ccc4c(c3)OCO4)noc2-c2ccsc2)cc([N+](=O)[O-])c1
  A = 86; B = 8; C = 102; D = 102; E = 3; F = 0; G = 3; H = -9

Compounds listed so far with fluorine:
Short keys – A = MEP2-GFP yeast; B = proCasp3 act; C = RPL19A-GFP yeast; D = LAP4 TOR yeast; E = AHR act; F = proCasp7 act; G = EBNA-1 inh; H = ZTA DNA inh
N#CC(c1ccccc1F)(c1ncc(C(F)(F)F)cc1Cl)N1CCOCC1 (stereo not given)
  A = 102; B = 6; C = 103; D = 94; E = 0; F = -4; G = 0; H = -1

CC(C)c1ccc(NC(=S)N2CCCC(c3ccc(F)cc3)=N2)cc1
  A = 98; B = -6; C = 96; D = 102; E = 7; F = -5; G = 12; H = 0

O=C1CC(NS(=O)(=O)c2cc(F)ccc2F)CN1c1ccc2c(c1)OCCO2 (stereo not given)
  A = 116; B = -1; C = 110; D = 102; E = -2; F = 4; G = 4; H = -9

O=C(c1ccccc1C(=O)N1CCN(c2ccc(F)cc2)CC1)N1CCN(c2ccc(F)cc2)CC1
  A = 98; B = -8; C = 104; D = 98; E = -1; F = 7; G = 2; H = 10

N#CCc1nn(Cc2ccc(F)cc2)c(=O)c2ccccc12
  A = 98; B = 2; C = 102; D = 92; E = 0; F = 6; G = -4; H = -20

O=C(Cn1c(C(F)(F)F)nc2ccccc21)Nc1ccccc1C(=O)O
  A = 100; B = -1; C = 95; D = 100; E = 0; F = 1; G = 15; H = 6

C/C=C/c1c(F)c(F)c(Oc2ccc(C(=O)O)cc2)c(F)c1F
  A = 102; B = -4; C = 89; D = 102; E = -5; F = -6; G = -4; H = 13

Cc1noc(C)c1CSCC(=O)N(C)CC(=O)Nc1ccccc1C(F)(F)F
  A = 96; B = 0; C = 99; D = 101; E = 0; F = -2; G = x; H = 2

Rows were taken by chance; 3.8% or so of the library scored in one or more.
